M17LAP inhibition – P. falciparum M17LAP inhibitors, primary screen, biochemical, fluorogenic H-Leu-NHMec substrate, 1536-well (AID 1619). Leucine aminopeptidase (Plasmodium falciparum (isolate 3D7)). recombinant M17LAP, H-Leu-NHMec fluorogenic kinetic assay; higher % means a stronger effect. inhibition, % at 30 µM; hits with a dose series show IC50 in µM. hit rate 0.38% among 220,000;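 active = compound inhibiting the enzyme by more than half at any dose during confirmatory dose-response retesting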;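 also: plate controls were full reaction with DMSO carrier for no effect and no enzyme background for full effect; strong numbers were not always called active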
Dynein transport – inhibitors of GR-EGFP nuclear translocation, primary screen, dynein cargo transport inhibitor project, imaging, high-content, 3617.4 mouse cells. test concentration mostly 20 µM; stimulated with dexamethasone, 1 µM; hits give low values. z-score, hits read low. hit rate 0.47% among 220,000;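 active = plate z-score of nuclear minus cytoplasmic receptor signal below a set negative limit, without overly bright fluorescence or cell loss, cut at about -3.5 in these data, passing the limit was not always enough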;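 also: z-score of nuclear minus cytoplasmic ring GR-EGFP intensity difference per well; some compounds called inactive have numbers as strong as hits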
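Also added: dexamethasone, 1.0 µM final. Medium: tet-free, stripped-serum medium. Detection: fixed, Hoechst-stained cells imaged at 10x for EGFP. Read-out: nuclear-to-cytoplasmic GR-EGFP distribution per well. Times: induction 48 h, compound 1 h, agonist 30 min.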
Lipid droplet – inhibitors of hepatocyte lipid droplet formation, primary screen, imaging, high-throughput imaging, BODIPY stain; inhibition, % at 6.5 µM; AML12 mouse hepatocytes, oleate lipid droplets; hit rate 0.4% among 240,000;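 active = lipid droplet intensity inhibited by at least 50%, with more than 500 cells counted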
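Material – AML12 mouse liver cells · Also added – oleate loading, 100 µM · Compound dosing – 6.5 µM single-point dosing · Times – overnight treatment with compound plus oleate · Measured by – fluorescence imaging, 20x objective, two fields per well · Read-out – percent inhibition of filter-corrected integrated lipid droplet intensity per well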
Autophagy mod – autophagy modulators in MEF cells, primary screen, imaging, high-content, MEF GFP-LC3; MEF GFP-LC3 puncta imaging; test concentration mostly 10 µM; calls only at 10 µM (by protocol); hit rate 0.98% among 190,000; AID 463193, 2010;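 active = percentage of spot-positive cells more than 3 SD above its plate mean, without a fluorescence outlier flag or 80% toxicity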;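 also: spot-positive cell cutoff set from DMSO-treated cells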
MT stabilizer – microtubule stabilizers in HeLa cells, primary screen, imaging, high-content imaging. % tubulin-high responders, % at 10 µM. hit rate 0.83% among 200,000. HeLa tubulin immunostaining HCS, 24 h; share of cells brighter than vehicle mean+2SD;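 active = plate Z-score above 3 for both tubulin-high and condensed-nucleus cell shares, with cell loss under 80%, at 10 µM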;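 also: anti alpha tubulin signal scored within the nucleus-defined area of each cell; some results filed as inactive read as strong as hits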
Insulin prom up – insulin promoter activators in MIN6 cells, imaging, high-content screening, mouse beta cells; z-score at 5 µM; MIN6 insulin promoter-GFP reporter; hits give high values; hit rate 0.3% among 190,000; AID 1625, 2009;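 active = z-score above 3 at 5 µM with at least 500 cells counted in the well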
M1AAP inhibition – P. falciparum M1AAP inhibitors, biochemical, fluorogenic H-Leu-NHMec substrate, 1536-well (AID 1445); inhibition, % at 30 µM, or IC50 in µM where a hit was titrated; hit rate 0.42% among 220,000; recombinant M1AAP, H-Leu-NHMec fluorogenic kinetic assay; higher % means a stronger effect;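 active = primary inhibition above the hit cutoff, then over 50% inhibition at one or more dose response concentrations, cut at about 23% in these data, passing the limit was not always enough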;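 also: plate controls were DMSO full reaction for no effect and no enzyme background for full effect; strong numbers were not always called active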
ER stress rescue – rescue of cells from ER stress-induced death, primary screen, 384-well, CSM14.1, thapsigargin, ATP luminescence (AID 1222); CSM14.1 thapsigargin-induced death rescue, ATP luminescence; higher % means a stronger effect; 190,000 tested, under 10 active; one-dose cellular ATP content (survival), % at 20 µM; EC50 in µM for titrated hits;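 active = EC50 below 50 µM in the dose-response confirmation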;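 also: death triggered by thapsigargin at about 15 µM added after 2 h compound pretreatment; cell ATP read after overnight thapsigargin exposure of roughly 18 to 22 hours; normalized against plate controls of thapsigargin alone and 5% DMSO vehicle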
Yfh1-off respiration – enhancers of respiration in Yfh1-depleted yeast, dose response, Friedreich's ataxia, plus single-dose screen (AID 1465); S. cerevisiae Yfh1-off respiration, WST-1 reduction, 72 h; higher fold induction means a stronger effect; one-dose fold induction at 50 µM; EC50 in µM for titrated hits; hit rate 0.074% among 220,000;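 active = fold induction of absorbance versus untreated yeast above a set limit, then at least 30% activation at any dose in follow-up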;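 also: activators that raise dye reduction in frataxin-depleted yeast; strong numbers were not always called active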
Dynein transport cytoplasmic EGFP – further read-out of Dynein transport, marked with its call; z-score; measured here: cytoplasmic GR-EGFP intensity; hits give high values
Dynein transport nuclear GR-EGFP – further read-out of Dynein transport, marked with its call; z-score; measured here: nuclear GR-EGFP intensity;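 lower value marks the stronger effect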
Dynein transport cell count – further read-out of Dynein transport, marked with its call; z-score; measured here: cell count per field
Insulin prom up cell count – further read-out of Insulin prom up, marked with its call; cell count; measured here: cytotoxicity, nuclei count;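 total cells summed across four imaged fields per well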
Lipid droplet cells 6.5 µM – second read-out of Lipid droplet, no call of its own (marks repeat the call); cell count; measured here: cell count, cytotoxicity flag;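 cells counted across two imaged fields per well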
MT stabilizer Hoechst-high % – further read-out of MT stabilizer, marked with its call; % Hoechst-high responders; measured here: nuclear condensation Hoechst responders;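 share of cells brighter than vehicle mean plus two SD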
MT stabilizer cytotoxicity % – recorded beside MT stabilizer, whose call it bears; toxicity, %; measured here: cytotoxicity by cell density;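 0% = mean cell density of plate MIN control wells and 100% = no cells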
Autophagy mod cell loss 18 h – second read-out of Autophagy mod, no call of its own (marks repeat the call); toxicity, %; measured here: cell loss, nuclei count;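 cell loss after 18 h compound exposure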
* = called active by the depositor; i = inactive; x = no result given.

SMILES	M17LAP inhibition	Dynein transport	Dynein transport cytoplasmic EGFP	Dynein transport nuclear GR-EGFP	Dynein transport cell count	Lipid droplet	Lipid droplet cells 6.5 µM	Autophagy mod	Autophagy mod cell loss 18 h	MT stabilizer	MT stabilizer Hoechst-high %	MT stabilizer cytotoxicity %	Insulin prom up	Insulin prom up cell count	M1AAP inhibition	ER stress rescue	Yfh1-off respiration
O=C(c1sc2cc(F)ccc2c1Cl)N1CCN(c2ccccc2)CC1	11.0%	1.99	-0.131	2.23	-1.51	1.5	649	i	-53.8	3.8	2.0	0.9	x	x	6.4%	0.2%	i
CCn1c(SCC(=O)N2CCCCC2)nnc1-c1ccc(S(=O)(=O)N2CCN(C)CC2)cc1	1.4%	-0.0516	-0.206	0.113	-0.0166	5.4	737	i	5.1	2.9	2.8	9.5	0.57	733	7.6%	-0.2%	i
CC1=NN(c2ccc([N+](=O)[O-])cc2)C(c2ccccc2)C1 (centres undefined)	21.6%	-0.466	0.245	-0.13	0.242	-1.8	718	i	5.9	2.6	1.8	1.2	0.21	1355	7.8%	-0.8%	i
O=C(Nc1ccc(Br)cc1)C1CCN(C(=O)c2ccc(F)cc2)CC1	5.2%	-1.15	-0.264	-0.33	0.8	-2.1	561	i	1.7	5.8	2.3	7.6	-0.42	1359	-0.1%	-3.2%	i
CC(=O)Nc1ccc(CN2CCCC(C(=O)c3ccc(C(F)(F)F)cc3)C2)cc1 (centres undefined)	-1.4%	-0.469	-0.35	-0.154	0.901	-2.1	740	i	-46.2	2.3	2.2	9.3	-0.86	1346	0.7%	0.0%	i
O=C(Cc1c(Cl)cccc1Cl)NCCc1ccc(Cl)cc1	1.4%	-0.528	-0.302	-0.345	0.544	-41.3	487	i	1.0	4.2	1.9	0.5	x	x	13.8%	-2.6%	i
CSc1nc(C)cc(-n2cc(F)c(=O)[nH]c2=O)n1	-11.0%	0.371	-0.142	0.162	0.107	x	x	i	-8.0	2.5	1.8	8.8	0.59	1271	-2.1%	0.0%	i
CC(C)n1c(SCC(=O)N2CCN(C(=O)c3ccco3)CC2)nc2c1c(=O)n(C)c(=O)n2C	12.1%	-0.13	-0.624	-0.208	-0.0908	5.0	700	x	x	x	x	x	-0.5	1034	-3.2%	x	i
Cc1ccc2oc(=O)cc(CN3CCC(C)CC3)c2c1	5.9%	-1.26	-0.273	-0.636	0.916	x	x	i	21.7	6.4	3.4	4.8	-0.02	989	0.5%	1.4%	i
C=CCn1c(SCc2ccc(F)cc2)nnc1-c1sc2nc(C)cc(C)c2c1N	-2.6%	-0.94	-0.279	-0.548	0.587	-4.5	738	x	x	x	x	x	-2.87	1455	3.5%	x	i
CN(C)c1ccc(C(=O)Nc2ccc(CN3CCS(=O)(=O)CC3)cc2)cc1	21.1%	-0.602	-0.15	0.107	0.21	-0.9	727	x	x	x	x	x	0.2	1037	5.2%	x	i
COC(=O)c1cc(=O)nc2sc(-c3cccs3)nn12	-8.0%	-0.0946	-0.184	0.128	-1.12	-0.6	749	i	-5.4	1.4	3.0	6.0	0.69	1261	1.0%	-2.1%	i
CC1(C)CC(=O)C(N=Nc2ccc(S(=O)(=O)N3CCOCC3)cc2)=C(O)C1	1.1%	-0.355	-0.23	-0.234	1.21	3.5	651	x	x	x	x	x	0.92	966	-0.8%	x	i
O=C(NCc1cccnc1)c1ccc2c(c1)OCO2	-5.7%	-0.0514	-0.158	0.282	-0.828	x	x	i	7.8	5.4	2.2	7.4	0.14	1681	-3.3%	-0.2%	i
COc1ccc(NC(=S)N2CCCC2)cc1	2.9%	-0.444	-0.213	-0.0593	0.827	14.4	686	i	17.5	6.4	2.2	3.9	0	1575	-0.6%	11.1%	i
CC(=O)Nc1ccc(/C=N/NC(=O)c2cccs2)cc1	-1.4%	-4.03	3.2	-1.31	-6.86	4.2	679	i	-0.5	4.1	1.3	4.8	0.27	1394	4.2%	0.2%	i
CN(C(=O)COc1ncnc2c1cnn2-c1ccccc1)C1CCCCC1	0.3%	-0.615	3.12	0.42	0.575	3.3	683	i	14.8	6.6	1.4	6.9	0.48	1189	1.1%	-0.6%	i
O=C(CSc1ncc(-c2ccccc2)[nH]1)Nc1ccccc1	3.6%	-0.349	0.54	0.0873	-0.29	20.3	794	i	-9.7	3.4	1.4	6.6	0.47	891	16.2%	-2.0%	i
COC(=O)c1ccc(NC(=O)C(C)N2C(=O)c3ccccc3C2=O)cc1 (centres undefined)	6.5%	2.16	-0.288	-0.0389	-0.329	-2.8	692	i	4.5	3.9	1.3	5.5	-0.57	1309	-0.5%	-2.3%	i
CC(C)(C)c1ccc(S(=O)(=O)NCc2ccc(C(=O)N3CCOCC3)cc2)cc1	-12.9%	0.153	0.00877	0.288	0.0256	13.9	799	i	7.3	2.7	1.2	7.5	-0.37	918	4.6%	-0.5%	i
O=C(O)CCCCc1nc2ccccc2s1	0.7%	0.0161	-0.309	0.0525	0.125	-0.6	727	i	-0.7	1.7	1.4	7.0	1.64	839	7.7%	-2.8%	i
O=C(COc1ccc(-c2nnco2)cc1)NC1CCCc2ccccc21 (centres undefined)	1.5%	-0.0616	-0.218	0.355	0.581	x	x	i	3.3	2.3	2.1	1.9	-0.19	1144	3.8%	2.3%	i
Cc1ccc(S(=O)(=O)N/N=c2\oc3ccccc3cc2C(=O)Nc2cccc(C)c2)cc1	-7.0%	0.188	-0.204	0.587	-0.0371	2.5	593	i	8.6	2.4	2.2	9.0	-0.12	1397	-0.5%	-1.1%	i
O=C(CCN1C(=O)C2C3C=CC(C3)C2C1=O)Nc1c(F)cccc1F (centres undefined)	-4.6%	0.0431	0.0709	-0.146	0.188	x	x	i	51.7	5.9	2.4	12.9	0.75	1637	-4.8%	-0.7%	i
CCOc1ccc(Nc2nc(Cc3nnc(SCC(=O)O)o3)cs2)cc1	7.08µM*	-0.804	-0.157	-0.241	0.844	x	x	i	8.7	2.3	4.2	5.9	0.71	1033	7.0%	-2.3%	i

A few values from the results shown:
O=C(c1sc2cc(F)ccc2c1Cl)N1CCN(c2ccccc2)CC1 in MT stabilizer → 3.8
O=C(COc1ccc(-c2nnco2)cc1)NC1CCCc2ccccc21 (centres undefined) in MT stabilizer Hoechst-high % → 2.1
O=C(CSc1ncc(-c2ccccc2)[nH]1)Nc1ccccc1 in Dynein transport cytoplasmic EGFP → 0.54

Next records follow:
SMILES	M17LAP inhibition	Dynein transport	Dynein transport cytoplasmic EGFP	Dynein transport nuclear GR-EGFP	Dynein transport cell count	Lipid droplet	Lipid droplet cells 6.5 µM	Autophagy mod	Autophagy mod cell loss 18 h	MT stabilizer	MT stabilizer Hoechst-high %	MT stabilizer cytotoxicity %	Insulin prom up	Insulin prom up cell count	M1AAP inhibition	ER stress rescue	Yfh1-off respiration
CCOC(=O)c1[nH]c2ccccc2c1NC(=O)CC(C)(C)C	-1.5%	0.847	-0.199	0.553	-0.41	x	x	i	11.3	2.8	3.5	7.5	0.48	1018	3.9%	4.3%	i
CN(CC(=O)Nc1ccc(Cl)cc1)S(=O)(=O)c1cccc2cccnc12	-9.5%	2.21	-0.127	1.51	-1.13	x	x	i	2.3	5.5	2.6	4.0	1.06	976	-1.0%	-1.4%	i
COc1ccc(-c2nnn(CC(=O)c3ccccc3)n2)cc1OC	-6.6%	-0.527	0.0297	-0.149	-0.0648	x	x	i	8.3	1.9	1.1	3.3	1.58	982	5.5%	0.8%	i
CC(C)CNC(=O)[C@H](Cc1ccccc1)NC(=O)c1ccco1	-5.3%	1.07	-0.212	1.05	0.522	2.4	851	i	-4.3	2.3	1.6	11.8	1.05	991	0.6%	0.0%	x
CCN(c1ccccc1)S(=O)(=O)c1ccc(C(=O)Nc2nnc(C3CC3)o2)cc1	2.0%	0.961	-0.371	-0.188	-0.9	-3.1	694	i	17.0	5.1	2.7	0.2	-3.06	1464	-15.1%	9.7%	i
COC(=O)c1sc(NC(=O)c2cccc([N+](=O)[O-])c2)c(C(N)=O)c1C	-8.3%	0.027	-0.288	-0.241	0.0369	10.9	744	i	-7.5	3.4	2.2	8.4	-0.38	1184	0.2%	-0.7%	i

M17LAP inhibition: hit marks shown above.
Molecule | M17LAP inhibition | Dynein transport | Dynein transport cytoplasmic EGFP | Dynein transport nuclear GR-EGFP | Dynein transport cell count | MT stabilizer Hoechst-high % | M1AAP inhibition
CCOc1ccc(Nc2nc(Cc3nnc(SCC(=O)O)o3)cs2)cc1 | 7.08µM* | -0.804 | -0.157 | -0.241 | 0.844 | 4.2 | 7.0%
